High-throughput results: PubChem, several laboratories
Smad3 FoxH1 inh = Smad3 (human) transcription factor binding inhibition; inhibition, % at 25 µM; P84022; TR-FRET Smad3/Dy647-FoxH1 peptide binding, europium anti-His; actives 0.29% (n = 88,000);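 active means compounds that reduce the energy-transfer binding signal between the protein and its labelled peptide by more than half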;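 further: 0% = Smad3 plus labelled peptide maximal FRET and 100% = peptide-only background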
VCAM1 TNFa inh = reduces TNF alpha induced VCAM1 expression in HUVEC | HUVEC TNFa-induced VCAM-1 immunofluorescence, high-content imaging | inhibition, % at 2 µM | actives 0.48% (n = 95,000) | AID 802;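 active means inhibition above the batch mean plus 3 SD, with images confirmed as a hit by eye, cut at about 37% in these data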;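 further: 0% = TNF-stimulated DMSO wells and 100% = unstimulated control wells; not every result past the cut was called active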
HUVEC inhibit = inhibitors of human endothelial cell proliferation | HUVEC proliferation, CellTiter-Glo luminescence, 72 h; hits give low values | actives 1.1% (n = 86,000) | AID 648 | viability, % at 10 µM (by protocol);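 active means viability at or below 30%; inactive means viability above 30%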;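 further: 100% = median luminescence of DMSO-only cell control wells on each plate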
HUVEC tox TNFa = HUVEC cytotoxicity counter-screen, TNF alpha stimulated; cell count reduction, % at 2 µM; AID 848; actives 0.17% (n = 93,000); HUVEC TNFalpha-stimulated, Hoechst cell count, imaging;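 active means cell count reduction exceeding the screen mean by over 5 SD, scaled to untreated wells per plate, cut at about 78% in these data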;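 further: cells counted after 24 h of TNF alpha exposure following the 1 h pretreatment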
HUVEC tox IL1B = toxic to HUVEC cells under IL-1B stimulation; HUVEC cell count loss, Hoechst imaging, IL-1B stimulated; cell count reduction, % at 2 µM; actives 0.41% (n = 94,000);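 active means cell count reduction more than 3 SD above the screen-wide mean, cut at about 70% in these data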;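 further: normalized per plate to untreated control cells as the no-loss baseline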
Pyk2 oligo antag = blocks oligomerization of human Pyk2 in cells; Q14289; Q293 cells, Pyk2 FERM NanoBiT luminescence; hits give low values; z-score (the deposit names both 25 µM and 10 µM); actives 0.83% (n = 99,000);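 active means Z-score of -3 or lower, scaled per plate to the spread of control and sample wells; inactive means z-score above -3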;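 further: negative z-score means lost luminescence so less FERM oligomerization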
Target sequence (Q14289 whole entry, looked up): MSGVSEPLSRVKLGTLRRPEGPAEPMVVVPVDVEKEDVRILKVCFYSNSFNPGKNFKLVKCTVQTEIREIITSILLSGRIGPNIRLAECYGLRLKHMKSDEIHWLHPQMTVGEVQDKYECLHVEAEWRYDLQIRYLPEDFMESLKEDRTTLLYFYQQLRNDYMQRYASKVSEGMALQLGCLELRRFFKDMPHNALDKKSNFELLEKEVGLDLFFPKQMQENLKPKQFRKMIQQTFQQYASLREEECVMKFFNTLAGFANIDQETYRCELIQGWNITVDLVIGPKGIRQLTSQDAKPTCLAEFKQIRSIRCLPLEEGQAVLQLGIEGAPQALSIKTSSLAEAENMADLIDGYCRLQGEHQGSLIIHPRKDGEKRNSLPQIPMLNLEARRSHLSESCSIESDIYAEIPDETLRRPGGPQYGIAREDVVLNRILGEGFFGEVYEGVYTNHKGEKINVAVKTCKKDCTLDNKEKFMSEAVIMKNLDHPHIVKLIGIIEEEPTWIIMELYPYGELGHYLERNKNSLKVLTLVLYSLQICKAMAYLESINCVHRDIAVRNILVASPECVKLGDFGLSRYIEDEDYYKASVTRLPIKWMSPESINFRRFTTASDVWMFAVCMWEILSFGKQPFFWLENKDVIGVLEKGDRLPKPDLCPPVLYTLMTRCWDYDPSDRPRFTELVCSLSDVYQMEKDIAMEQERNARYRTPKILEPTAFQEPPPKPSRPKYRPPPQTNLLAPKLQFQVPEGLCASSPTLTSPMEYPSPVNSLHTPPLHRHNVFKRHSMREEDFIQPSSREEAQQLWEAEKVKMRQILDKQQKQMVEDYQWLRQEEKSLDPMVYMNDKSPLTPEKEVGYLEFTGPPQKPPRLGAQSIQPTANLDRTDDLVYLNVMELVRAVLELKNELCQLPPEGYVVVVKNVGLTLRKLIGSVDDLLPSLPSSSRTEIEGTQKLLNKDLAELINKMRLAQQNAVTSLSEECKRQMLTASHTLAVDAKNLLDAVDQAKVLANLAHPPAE
cytoskel mod = modifiers of cytoskeleton assembly; HUVEC TNFa F-actin phalloidin imaging, high content; inhibition, % at 2 µM; actives 0.18% (n = 91,000); AID 836;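 active means inhibition above the batch mean plus 3 SD and confirmed as a hit by visual image inspection, cut at about 30% in these data, passing the limit was not always enough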; further: strong numbers were not always called active
H69AR inhibit = blocks growth of human H69AR lung tumor cells; H69AR lung tumor viability, ATP luminescence, 72 h; hits give low values; actives 6% (n = 85,000); AID 598; viability, % at 10 µM;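 active means viability at or below 40%; inactive means viability above 40%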;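 further: multidrug resistant small cell line overexpressing MRP-1 efflux transporter; 100% = mean luminescence of untreated control wells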
Lung fibro prol = blocks proliferation of human lung fibroblasts; LL 47 human lung fibroblast viability, ATP luminescence; hits give low values; viability, % at 10 µM; actives 1.1% (n = 85,000);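 active means viability at or below 50% in the single dose screen; inactive means viability above 50%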;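 further: compound exposure lasted 72 h before the ATP readout; 100% = median luminescence of untreated cell-only wells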
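Test system: LL 47 human lung fibroblasts; Quantity: 1,150 cells/well; Buffer or medium: IMEM plus 15% FBS; Dosing: tenfold compound dosing solution, DMSO at 0.1%; Timing: overnight cell rest, 72 h compound treatment at 37 °C; Detection: ATP-based CellTiter-Glo luminescent readout; Read-out basis: viability percentage against median untreated-cell control; Controls: cell-only wells, no compound.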
The depositor's hits bear a star; nt = not tested or not shown; [ ] = dose if it differs, or a comment. Not all compounds are listed, so the mix of outcomes need not match the whole.

SMILES | Smad3 FoxH1 inh | VCAM1 TNFa inh | HUVEC inhibit | HUVEC tox TNFa | HUVEC tox IL1B | Pyk2 oligo antag | cytoskel mod | H69AR inhibit | Lung fibro prol
COc1cccc(C2C3=C(N=C4SCC(=O)N42)c2ccccc2CC3)c1OC (stereo not drawn) | 1 | 2 | 87 | 2 | 19 | -1.2 | -34 | 77 | 93
CC1CN(C2CCN(S(=O)(=O)c3ccc4ccccc4c3)CC2)CC(C)O1 (stereo not drawn) | -14 | 15 | 103 | -10 | nt | -0.14 | -6 | 86 | 108
Cc1onc(-c2c(F)cccc2Cl)c1C(=O)N1C=CC(C(F)(F)Cl)=NCC1 | nt | 7 | nt | 4 | 13 | 1.4 | -5 | nt | nt
Cc1ccc(-n2[nH]c(C)c(/C=N/n3c(C)nc4ccccc4c3=O)c2=O)cc1 | -2 | 2 | 74 | -24 | 14 | -0.4 | 14 | 67 | 101
CN(C)CCCNC(=O)C1CCNCC1 | -2 | nt | 99 | nt | nt | -0.3 | nt | 93 | 101
CC(C)CNC(=O)C1C2C=CC(C2)C1C(=O)O (stereo not drawn) | -2 | -2 | 91 | 3 | 25 | -0.08 | -1 | 89 | 91
CCNC(=O)CC1C(=O)N(c2ccc(F)cc2)C(=O)N1CCC(C)C (stereo not drawn) | 3 | 26 | 106 | 18 | 14 | 0.94 | -5 | 98 | 99
Cc1ccc(C(=O)OC2CCN(c3ccc([N+](=O)[O-])cc3)CC2)cc1 | nt | 2 | nt | -3 | -24 | -0.07 | 28 | nt | nt
Cc1ccc(NC(=O)N2CCCC2C(=O)NCCc2ccccc2)cc1 (stereo not drawn) | 0 | 11 | 96 | -18 | 11 | -0.7 | 12 | 102 | 98
O=C(Nc1ccc(N2CCOCC2)cc1)c1cccc(S(=O)(=O)N2CCCCC2)c1 | nt | -5 | nt | -28 | -31 | 0.51 | -8 | nt | nt
Cc1c(Cl)cccc1NC(=O)CC1SCCNC1=O (stereo not drawn) | -5 | nt | 92 | nt | nt | 0.12 | nt | 91 | 105
COC(=O)c1cnn2c(C)c(Cc3cccc(F)c3)c(C)nc12 | 2 | nt | 91 | nt | nt | nt | nt | 82 | 92
CNC(=O)c1ccc(-n2nc(C)cc2-c2ccccc2)cc1 | nt | 8 | nt | -6 | -1 | 0.72 | 19 | nt | nt
COc1ccccc1-c1cc(C(=O)Nc2cccnc2)no1 | nt | 27 | nt | 32 | -6 | -0.21 | -26 | nt | nt
CCCC(=N)C1=C(O)CC(CC(C)SCC)CC1=O (stereo not drawn) | 8 | nt | 105 | nt | nt | 1.2 | nt | 78 | 107
CCCC(=O)Nc1cccc(NC(=O)c2ccc(C)c([N+](=O)[O-])c2)c1 | nt | -28 | nt | -20 | 28 | 0.64 | 15 | nt | nt
CCOC(=O)Cn1c2ccc(OC)cc2c2nc3ccccc3nc21 | 8[fluorescence artefact?] | -13 | 75 | -8 | -25 | -1.1 | 9 | 24* | 80
COc1cc2cc(C(c3nnnn3Cc3ccc(F)cc3)N3CCCCCC3)c(=O)[nH]c2cc1OC (stereo not drawn) | 6 | -6 | 98 | -20 | -11 | -0.46 | 6 | 90 | 97
CCCn1nc(-c2nnc(-c3ccc(C)c(C)c3)o2)c2ccccc2c1=O | 2 | 6 | 100 | -22 | 14 | 0 | -10 | 98 | 101
CCCCC1(C)OC(=O)C(=Cc2ccc(N(C)C)cc2)C(=O)O1 (stereo not drawn) | nt | -6 | nt | -26 | 22 | 2.7 | 4 | nt | nt
CCOc1cc(/C=N/NC(N)=O)cc(Br)c1OCC(=O)Nc1ccccc1C | nt | 4 | nt | -28 | 2 | -2.6 | 8 | nt | nt
COC(=O)CCCCC(=O)C1C(=O)CC(C)(C)C(C(=O)OC)C1=O (stereo not drawn) | 1 | 1 | 111 | 18 | -24 | 0.38 | 8 | 100 | 96
CN(C)C(=O)N1CCN(C(=O)c2ccccc2Sc2ccccc2C#N)CC1 | 2 | -7 | 89 | 2 | 10 | 1.2 | -15 | 93 | 95
O=c1/c(=C/c2ccc(CNS(=O)(=O)c3ccccc3)o2)sc2n1CCN=2 | 6 | nt | 102 | nt | nt | 1.7 | nt | 78 | 110
OCCNc1nc(Nc2ccccc2)nc(Nc2ccccc2)n1 | 5 | nt | 84 | nt | -23 | -1.3 | -6 | 65 | 102
COc1ccc2c(c1)CCC(C)N2S(=O)(=O)c1ccc(C2CNC(=O)C2)cc1 (stereo not drawn) | nt | 7 | nt | -6 | -11 | -0.71 | 18 | nt | nt
O=C(NCC1COc2ccccc2O1)c1c[nH]c2ccc(S(=O)(=O)N3CCOCC3)cc2c1=O (stereo not drawn) | 1 | -4 | 82 | 16 | 6 | -0.56 | -34 | 84 | 98
CCN(CC)CCNC1=NCCn2c1cc1cc(OC)ccc12 | 28[fluorescence artefact?] | 16 | 83 | 2 | 3 | -0.05 | -23 | 52 | 81
N/C(COc1ccc(Cl)cc1)=N\NS(=O)(=O)c1ccccc1 | nt | 2 | nt | 3 | -6 | -0.18 | 39 | nt | nt
Nc1nc(NCc2ccccc2)nc(Nc2ccc(F)cc2)c1[N+](=O)[O-] | nt | 6 | nt | -35 | 16 | 2 | 4 | nt | nt
Cc1ccc(-c2ccc(/C=N/N3C(=O)C4C5C=CC(C6CC56)C4C3=O)o2)c([N+](=O)[O-])c1 (stereo not drawn) | -6 | -2 | 82 | -7 | -4 | -0.51 | -2 | 74 | 102
Cc1ccc(NC(=O)CN2CC(C)SC2=NC2CCCCC2)cc1 (stereo not drawn) | -14 | -2 | 100 | -11 | -9 | -0.16 | -20 | 90 | 98
CCOc1ccc(NC(=O)CCNS(=O)(=O)c2cccs2)cc1 | 1 | -11 | 89 | -43 | 3 | -0.23 | nt | 87 | 103
CN(C)CCNC(=O)c1c(O)c2c([nH]c1=O)CCCC2 | -19 | 4 | 93 | -1 | 5 | -0.63 | 8 | 89 | 104
COCCOc1nc2c(c(=O)n(C)c(=O)n2C)n1CCc1ccccc1 | -15 | 12 | 98 | -19 | -33 | 0.36 | 3 | 94 | 101
CCOC(=O)CSc1cc(C(F)(F)F)nc(-c2ccccn2)n1 | nt | 10 | nt | 2 | -12 | 0.94 | -9 | nt | nt
COCCN(C(=O)Cc1cccs1)c1nnc(-c2cccnc2)s1 | -8 | 25 | 97 | -15 | -8 | -0.37 | 5 | 95 | 102
O=C(O)CCCC(=O)N1CCN(c2cccc(Cl)c2)CC1 | 22[fluorescence artefact?] | -12 | 95 | -4 | 6 | 1.5 | 4 | 97 | 102
CCCCc1n[nH]c2c1C(=O)CC(C)(C)C2 | -5 | nt | 97 | nt | nt | 0.65 | nt | 89 | 99
CC(=O)c1cc2c(cc1NC(=O)c1cc3nc(C(C)C)cc(C(F)(F)F)n3n1)OCO2 | 1 | 6 | 85 | -19 | -8 | 0.71 | -4 | 60 | 105
COc1ccc(/C=C/C(=O)c2sc(-c3ccc(Cl)cc3)nc2C)cc1 | nt | 18 | nt | -32 | -17 | nt | -7 | nt | nt
COc1ccnc(Oc2ccc(F)cc2)c1C(=O)N/C=N/OCc1ccc(F)cc1Cl | nt | 10 | nt | -11 | -21 | -0.71 | 12 | nt | nt
O=C1OC(N2CCN(C(=O)C3CCCO3)CC2)c2ccccc21 (stereo not drawn) | 14 | -1 | 90 | -46 | 2 | -0.53 | 7 | 100 | 96
O=C(/C=C/c1ccc(OC2CSC2)cc1)c1ccccc1 | nt | 6 | nt | 6 | -32 | -0.22 | -5 | nt | nt
CCSc1nnc(NC(=O)c2ccc(C)cc2)s1 | -1 | -4 | 104 | -28 | nt | -0.73 | 5 | 103 | 114
C/C(=N\Nc1nc2c(s1)CCCC2)c1ccccc1 | nt | 62* | nt | 13 | -14 | 0.29 | -18 | nt | nt
O=C(Nc1ccccc1Cl)c1cc(S(=O)(=O)N2CCCC(C(=O)O)C2)ccc1F (stereo not drawn) | 2 | 1 | 98 | -14 | -4 | 0.89 | -11 | 92 | 104
COc1ccc(C(=O)Nc2ccc(F)cc2F)cc1OC | -9 | -1 | 100 | -4 | -2 | 0.47 | -17 | 88 | 110
Cc1cc(C)n(CC(=O)N2c3ccccc3Sc3ccccc32)n1 | 1 | -13 | 91 | -5 | 14 | -1.9 | -16 | 89 | 90
Cc1nc(-c2coc3c(CN(C)C)c(O)ccc3c2=O)cs1 | 7[fluorescence artefact?] | 12 | 105 | -7 | 0 | 0.63 | nt | 88 | 107
COc1ccc(OC)c(-n2nnnc2SCC(=O)NCCc2ccccc2)c1 | -8 | nt | 87 | nt | -39 | -0.8 | -7 | 81 | 94
CCOc1ccc(S(=O)(=O)N2CCN(C(=O)c3cccn3C)CC2)cc1 | -3 | -9 | 100 | 13 | -33 | 0.65 | -2 | 91 | 100
C/C(=N\NC(=O)C1CCCN(S(=O)(=O)c2ccccc2)C1)c1cccnc1 (stereo not drawn) | nt | -6 | nt | -6 | -9 | -0.71 | 14 | nt | nt
Cc1ccc(-c2cc(C(F)(F)F)n3ncc(C(=O)N4CCCc5ccccc54)c3n2)cc1 | -17 | -16 | 72 | 2 | -11 | 0.13 | 2 | 66 | 76
O=C(Nc1ccccc1N1CCCCC1)c1ccccc1F | 0 | 1 | 102 | -25 | -4 | 1.6 | 12 | 87 | 87
C/C(=N\O)c1ccccc1C(=O)O | 11 | 13 | 113 | 2 | -13 | -3.3* | 33 | 57 | 107
Cc1cccc(-c2nnc(SCc3nc4ccccc4[nH]3)n2Cc2ccco2)c1 | 16[fluorescence artefact?] | -12 | 90 | 4 | 13 | 0.44 | -26 | 84 | 100
N#Cc1c(NC(=O)CSc2n[nH]c(Cc3ccccc3)n2)oc(-c2ccccc2)c1-c1ccccc1 | 2 | -17 | 71 | -47 | -55 | -2.2 | 15 | 83 | 101
Cc1ccc(OCc2ccoc2C(=O)O)cc1C | 16 | 97* | 99 | -7 | 4 | 0.67 | -7 | 92 | 95
O=C(CCN1CCN(c2ccccc2F)CC1)Nc1ccccc1F | 0 | -10 | 110 | -12 | 21 | 0.83 | 6 | 95 | 93
COCCOC(=O)/C=C1/NC(=O)CS1 | -3 | 19 | 110 | 55 | -14 | -0.41 | -33 | 87 | 108

5 entries drawn at random from the list so far, as already listed:
SMILES | Smad3 FoxH1 inh | VCAM1 TNFa inh | HUVEC inhibit | HUVEC tox TNFa | HUVEC tox IL1B | Pyk2 oligo antag | cytoskel mod | H69AR inhibit | Lung fibro prol
Cc1c(Cl)cccc1NC(=O)CC1SCCNC1=O (stereo not drawn) | -5 | nt | 92 | nt | nt | 0.12 | nt | 91 | 105
COc1ccc(OC)c(-n2nnnc2SCC(=O)NCCc2ccccc2)c1 | -8 | nt | 87 | nt | -39 | -0.8 | -7 | 81 | 94
CC(C)CNC(=O)C1C2C=CC(C2)C1C(=O)O (stereo not drawn) | -2 | -2 | 91 | 3 | 25 | -0.08 | -1 | 89 | 91
N#Cc1c(NC(=O)CSc2n[nH]c(Cc3ccccc3)n2)oc(-c2ccccc2)c1-c1ccccc1 | 2 | -17 | 71 | -47 | -55 | -2.2 | 15 | 83 | 101
Cc1nc(-c2coc3c(CN(C)C)c(O)ccc3c2=O)cs1 | 7[fluorescence artefact?] | 12 | 105 | -7 | 0 | 0.63 | nt | 88 | 107
